Bioassay records (PubChem BioAssay)
ERAP1 inh – ERAP1 (human) enzyme inhibition; recombinant ERAP1, Leu-AMC fluorescence, 60 min; 0.15% of 340,000 active; inhibition, % at 10.7 µM;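 active = mean replicate inhibition of at least 30%, or all replicates individually reaching that 30% level; inactive = mean below 30% and not every replicate reaching it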;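 also: 0% = neutral control wells and 100% = L-leucinethiol positive control wells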
Target sequence (Q9NZ08 whole entry, looked up): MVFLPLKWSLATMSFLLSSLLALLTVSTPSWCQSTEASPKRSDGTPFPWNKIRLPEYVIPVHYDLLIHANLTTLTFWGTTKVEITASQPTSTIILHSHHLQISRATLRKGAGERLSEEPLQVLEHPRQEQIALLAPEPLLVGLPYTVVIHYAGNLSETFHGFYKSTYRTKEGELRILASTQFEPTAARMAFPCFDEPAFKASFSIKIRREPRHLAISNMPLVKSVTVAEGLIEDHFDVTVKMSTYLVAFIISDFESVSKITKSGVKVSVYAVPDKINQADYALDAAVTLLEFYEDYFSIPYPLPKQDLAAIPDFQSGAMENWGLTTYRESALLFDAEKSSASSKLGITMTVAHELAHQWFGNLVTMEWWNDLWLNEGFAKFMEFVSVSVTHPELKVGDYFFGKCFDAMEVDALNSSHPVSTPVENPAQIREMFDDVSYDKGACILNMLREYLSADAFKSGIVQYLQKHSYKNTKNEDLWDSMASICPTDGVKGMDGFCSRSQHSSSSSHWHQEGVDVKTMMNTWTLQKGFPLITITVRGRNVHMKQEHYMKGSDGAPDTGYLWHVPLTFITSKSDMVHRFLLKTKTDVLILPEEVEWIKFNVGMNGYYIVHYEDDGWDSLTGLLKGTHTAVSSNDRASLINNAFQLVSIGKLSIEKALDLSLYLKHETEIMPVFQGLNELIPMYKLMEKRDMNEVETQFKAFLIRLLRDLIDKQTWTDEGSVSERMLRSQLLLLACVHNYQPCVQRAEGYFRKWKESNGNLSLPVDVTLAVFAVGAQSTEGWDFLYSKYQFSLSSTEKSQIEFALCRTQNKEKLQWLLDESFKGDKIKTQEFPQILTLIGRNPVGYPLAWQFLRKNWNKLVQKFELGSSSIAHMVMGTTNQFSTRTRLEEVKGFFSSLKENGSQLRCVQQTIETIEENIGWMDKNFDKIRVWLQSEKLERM
S100A4 MyoIIA – blocks human S100A4 binding to myosin IIA peptide | P26447 | S100A4/TAMRA-MyoIIA peptide fluorescence polarization | inhibition, % at 10.7 µM | 0.14% of 360,000 active;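 active = mean inhibition of at least 70% across replicates, with every replicate also reaching that level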
Target sequence (P26447 whole entry, looked up): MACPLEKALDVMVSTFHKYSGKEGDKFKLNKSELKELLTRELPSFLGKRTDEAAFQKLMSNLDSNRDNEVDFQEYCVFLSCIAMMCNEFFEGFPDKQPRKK
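Material: S100A4 monomer (human). Medium: Calcium-containing HEPES buffer, pH 7.2. Probe or stimulus: labelled myosin peptide probe, 5 nM. Compound dosing: one concentration per compound. Timing: polarization read 5 min after assay mix addition, stable 5–60 min. Benchmarks: DMSO as neutral control, TFP as positive control.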
LGR2 antag – inhibitors of bursicon-induced Drosophila LGR2 receptor cAMP signaling. HEK293 LGR2, CRE-luciferase, bursicon-stimulated, 4 h. inhibition, % at 9.99 µM. 0.35% of 380,000 active. AID 720647;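 active = drop in luminescence signal, shown as inhibition above about 50% in the replicate tests, limit read from the data, passing the limit was not always enough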;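 also: agonist challenge used bursicon conditioned medium at about half maximal strength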
PGC1a acetyl inh – PGC1a acetylation modulation, inhibitor mode; U2OS PGC1a acetylation, AlphaScreen anti-acetyl-lysine; with virally co-expressed GCN5 acetyltransferase; 0.17% of 350,000 active; inhibition, % at 15.6 µM;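 active = every replicate shows inhibition of at least 40%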;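 also: 0% = neutral control wells and 100% = positive control wells; some results beyond the cut were filed as inactive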
PglD DTNB – blocks C. jejuni PglD acetyltransferase activity; inhibition, % at 12.5 µM; purified PglD enzyme, DTNB colorimetric CoA detection; 0.098% of 360,000 active; AID 602405; in the data active = inhibition above about 16%, passing the limit was not always enough; also: strong numbers were not always called active
PAX8 inh HTS – lowers PAX8-driven luciferase in RMG-I cells | RMG-I TPO-luciferase reporter, SteadyGlo, 24 h | inhibition, % at 12.6 µM | 1.2% of 360,000 active | AID 652154;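 active = mean replicate inhibition at least 60% with every replicate also reaching 60%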;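 also: luciferase light reporting Pax8 driven TPO promoter activity; plate controls were median of neutral control wells for no effect and mitoxantrone controls for full effect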
FN deposit inh – fibronectin deposition inhibition; AH1F fibroblasts, Alexa488-fibronectin deposition fluorescence, overnight; inhibition, % at 12.6 µM; 0.086% of 350,000 active;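 active = mean inhibition across replicates of 30% or more, regardless of how many single replicates reach that level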;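 also: positive control wells lacked labelled fibronectin entirely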
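Assay system: AH1F fibroblast monolayer, labelled fibronectin deposition. Amount: 10000 cells per well. Also added: labelled fibronectin 24 nM. Compound: single-point pinned compound. Incubation: cell attachment 1 h, compound and FN exposure overnight. Detection: fluorescence after three HBSS washes, excitation 485 nm, emission 525 nm. Read-out: inhibition of fibronectin deposition signal.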
EWS-Fli block – inhibitors of EWS/Fli oncoprotein transcriptional activity; A673 NR0B1-luciferase reporter, viability-normalised; inhibition, % at 12.6 µM; 0.67% of 350,000 active; AID 651661;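 active = mean inhibition of at least 50% after viability correction, with every replicate also passing that limit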;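 also: firefly luciferase signal divided by Alamar Blue viability fluorescence both relative to DMSO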
Active calls of the source: *; nt = no result given; & = joins results of further samples. An excerpt, so the mix of outcomes need not match the whole.

SMILES	ERAP1 inh	S100A4 MyoIIA	LGR2 antag	PGC1a acetyl inh	PglD DTNB	PAX8 inh HTS	FN deposit inh	EWS-Fli block
COC(=O)[C@@H]1[C@@H](CO)[C@@H]2Cn3c(ccc(-c4cncnc4)c3=O)[C@H]1N2S(=O)(=O)c1ccccc1C	2	-1	15	nt	3	2	nt	3
CSCCC(c1nnnn1-c1c(C)cccc1C)N1CCC(n2c(=O)[nH]c3ccccc32)CC1 (stereo not given)	-1	3	93*	-89	1	13	-1	22
Cc1ccc(N=Cc2c(O)n(C)c(=O)n(C)c2=O)cc1	4	-2	-19	-5	-6	-21	-5	-36
NNC(=O)c1ccc(O)cc1	0	-1	-9	2	-2	-6	-8	-8
CN(C)c1ccc(/C=C/c2cc[n+](C)c3ccccc23)cc1	10&8	-7&36	33&44	5&7	nt	95*	0&7	4&9
Cc1cc(NC(=O)CCl)nn1C	3	1	-23	-10	nt	-9	-11	18
CCOC(=O)c1nsnc1NCCCl	-3	-5	-1	8	6	7	-3	6
C[C@]12CC[C@@H](O)CC1=CCC1C2CC[C@]2(C)C(=O)[C@H](F)CC12 (stereo not given in full)	-1	-1	0	nt	0	1	1	2
O=C(Nc1ccc(F)cc1)OC1CN2CCC1CC2 (stereo not given)	1	1	-1	0	nt	-7	-1	-5
CN(C)N=O	-4	-1	6	-8	3	nt	nt	2
CC(C)C(CN1CCC(C)(c2cccc(O)c2)[C@@H](C)C1)NC(=O)C1Cc2ccc(O)cc2CN1 (stereo not given in full)	-7	-1	7	nt	nt	nt	nt	6
O=c1[nH]c(O)c(C=Nc2ccccc2Sc2ccccc2)c(=O)[nH]1	-2	0	-15	6	nt	-34	-3	9
CCOC(=O)C1CCN(/C=C2/C(=O)NC(=S)N(c3ccccc3F)C2=O)CC1	-3	-9	-25	-3	-22	14	-3	8
COc1ccc(-n2c(/C=C/c3ccc4c(c3)OCO4)nc3ccccc3c2=O)cc1	0	0	-3	nt	nt	17	-12	5
CN1CCN(C(=O)O[C@H]2c3nccnc3C(=O)N2c2ccc(Cl)cn2)CC1	2	34	11	6	17	22	-2	-4
CCCn1c(C)cc(C=O)c1C	5	-10	8	nt	nt	-2	nt	-3
CN(C)C(=O)Oc1ccc2c(c1)O/C(=C\c1cccc(Cl)c1)C2=O	2	-1	-43	-5	3	-49	4	-21
CCCC(=O)NC1=C(N2CC2)C(=O)C(NC(=O)CCC)=C(N2CC2)C1=O	-2	-3	10	6	-3	nt	6	2
CC1(C)COC(Nc2ccc(Cl)cc2)=N1	nt	nt	nt	12	-3	-17	17	nt
CC=C(CC)C1(CCC)C(=O)NC(=S)NC1=O	-1	6	-7	nt	nt	nt	5	-2

Full records, quoted from the list. Order of values: ERAP1 inh, S100A4 MyoIIA, LGR2 antag, PGC1a acetyl inh, PglD DTNB, PAX8 inh HTS, FN deposit inh, EWS-Fli block
CCCn1c(C)cc(C=O)c1C as listed: 5, -10, 8, nt, nt, -2, nt, -3
CC=C(CC)C1(CCC)C(=O)NC(=S)NC1=O as listed: -1, 6, -7, nt, nt, nt, 5, -2

Other compounds follow.
SMILES	ERAP1 inh	S100A4 MyoIIA	LGR2 antag	PGC1a acetyl inh	PglD DTNB	PAX8 inh HTS	FN deposit inh	EWS-Fli block
c1ccc2c(c1)[nH]c1cnccc12	-6	-3	-4	-5	0	-13	0	-6
N#Cc1ccc(-c2ccc([C@H]3[C@@H](CO)N4CCCCN(C(=O)Cc5ccccc5)C[C@H]34)cc2)cc1	-3	-1	6	1	2	18	nt	0
CC(=O)NC(Cc1ccc(N(CCCl)CCCl)cc1)C(=O)O (stereo not given)	8	-4	6	11	3	nt	nt	4
Oc1cc(Cl)ccc1Oc1ccc(Cl)cc1Cl	4	-6	nt	-4	2	nt	nt	-2
O=C(CN1CCN(CCO)CC1)Nc1ccc(Cl)cc1C(=O)c1ccccc1	nt	nt	7	2	-1	nt	-7	nt
Cc1cc(C(=O)OCC(=O)Nc2ccc(F)cc2)c(C)n1C1CC1	-5	-3	4	-8	1	-7	-19	5
O=[N+]([O-])c1ccc(OP(=O)(O)Oc2ccc([N+](=O)[O-])cc2)cc1	-1	1	-1	5	4	6	5	2
Cc1ccc(C2N(c3ccccn3)C(=O)C3CCCN32)o1 (stereo not given)	6	0	12	3	6	-10	-5	9
O=C(Cc1ccc(Cl)cc1)NCCN1CCN(C(=O)Cc2ccc(Cl)cc2)CC1	-3	-31	-16	-6	4	23	-3	5
COC(=O)[C@H]1[C@H](CO)[C@H]2Cn3c(ccc(-c4ccccc4)c3=O)[C@@H]1N2C(=O)c1ccccc1F	2	nt	10	nt	2	nt	nt	0
COC(=O)C1=C(c2ccc(F)cc2OCc2ccccc2)C[C@@H]2CC[C@H]1N2C(=O)N1CCCCC1	nt	-3	9	-13	3	-13	-7	10
COc1ccc(CN2C(=O)NC(=O)/C(=C/c3cc(OC)c(OC)c(OC)c3)C2=O)cc1	10	-10	7	0	-5	7	-11	1
COc1ccc(OC)c(-n2c(O)c(C=Nc3c(C)n(C)n(-c4ccccc4)c3=O)c(=O)[nH]c2=O)c1	3	-75	18	nt	nt	2	-13	-3
COC(=O)C1=C(c2ccc(F)cc2OCc2ccccc2)C[C@@H]2CC[C@H]1N2C(=O)NCCN1CCOCC1	-4	-2	-8	0	6	16	1	1
COC(=O)[C@@H]1[C@@H](CO)[C@@H]2Cn3c(ccc(-c4ccccc4)c3=O)[C@H]1N2CCc1ccccc1	-1	0	-6	nt	2	nt	nt	0
CCC1CN1P(=S)(N1CC1CC)N1CC1CC (stereo not given)	5	-7	8	nt	2	-3	1	2
O=C1NC(=O)C(CCc2ccncc2)(CCc2ccncc2)C(=O)N1C1CCCCC1	8	2	-15	-1	nt	20	nt	6
CN1CC(C(=O)c2cccs2)C(c2ccc(Cl)cc2)C1 (stereo not given)	0	-3	-12	-4	3	-9	3	-1
O=[N+]([O-])c1ccc(C2C3C(c4ccccc4)=NC4(CCCC4)N32)cc1 (stereo not given)	1	3	16	-7	-6	1	13	4
CCN(CC)S(=O)(=O)c1ccc(C(=O)NC2CN3CCC2CC3)cc1 (stereo not given)	2	-1	-1	8	-2	2	-1	7

Structural class, the entries above with an NH in an aromatic ring (4)
SMILES	ERAP1 inh	S100A4 MyoIIA	LGR2 antag	PGC1a acetyl inh	PglD DTNB	PAX8 inh HTS	FN deposit inh	EWS-Fli block
CSCCC(c1nnnn1-c1c(C)cccc1C)N1CCC(n2c(=O)[nH]c3ccccc32)CC1 (stereo not given)	-1	3	93*	-89	1	13	-1	22
O=c1[nH]c(O)c(C=Nc2ccccc2Sc2ccccc2)c(=O)[nH]1	-2	0	-15	6	nt	-34	-3	9
c1ccc2c(c1)[nH]c1cnccc12	-6	-3	-4	-5	0	-13	0	-6
COc1ccc(OC)c(-n2c(O)c(C=Nc3c(C)n(C)n(-c4ccccc4)c3=O)c(=O)[nH]c2=O)c1	3	-75	18	nt	nt	2	-13	-3

(more compounds)
SMILES	ERAP1 inh	S100A4 MyoIIA	LGR2 antag	PGC1a acetyl inh	PglD DTNB	PAX8 inh HTS	FN deposit inh	EWS-Fli block
Ic1ccccc1CN[C@@H]1C2CCN(CC2)[C@@H]1C(c1ccccc1)c1ccccc1	-5	0	70*	-30	10	14	12	20
CC=Cc1ccc2n(c1=O)C[C@H]1[C@H](CO)[C@@H](C(=O)OC)[C@@H]2N1CC1CCOCC1 (mixture of isomers)	2	-5	-9	nt	4	0	nt	-1
COc1cc(C(=O)N2Cc3ccc(Br)cc3-n3nncc3C2)cc(OC)c1OC	0	-7	-8	-5	2	6	nt	-9
Cc1ccc2c(c1)c(=O)c1c3n2CCN(CC#N)C3CC1 (stereo not given)	nt	-4	-9	nt	nt	10	-8	13
CCCNC(=O)N1[C@@H]2Cn3c(ccc(-c4ccccc4OC)c3=O)[C@H]1[C@@H](C(=O)OC)[C@@H]2CO	-2	11	14	nt	1	-1	4	-4
COC(=O)CC1=C(C(=O)OC)C2(C(=O)Nc3c(C)cccc32)C(C#N)=C(N)O1 (stereo not given)	nt	nt	nt	-2	5	6	8	nt
O=C(c1ccc(Cl)cc1)C1CCCN(Cc2ccon2)C1 (stereo not given)	0	6	-2	-1	2	8	-2	1
O=C(O)[C@@H]1[C@@H](CO)[C@@H]2Cn3c(ccc(-c4ccncc4)c3=O)[C@H]1N2S(=O)(=O)c1ccccc1F	nt	nt	-12	nt	-4	nt	4	-3
O=C(O)c1ccc(Cl)nc1	2	-2	nt	3	nt	-9	-14	6
Cc1cc2c(s1)NC(=O)CN=C2c1cccs1	4	25	4	-3	0	19	-3	nt
CCOC(=O)c1cccc(C2=C(CNC(=O)c3ccncc3)[C@H]3CC[C@@H](C2)N3Cc2ccccc2)c1	-2	8	-9	-1	5	9	9	4
O=[N+]([O-])NC1=NCCN1Cc1ccc(Cl)nc1	-2	-5	-7	1	8	-19	-1	6
CC(C)c1ccc(NC(=O)N2C[C@H]3C[C@@H](C2)c2cccc(=O)n2C3)cc1	nt	0	4	6	0	nt	nt	-5
c1ccc(CNCCc2ccc3c(c2)OCO3)nc1	1	-6	-2	nt	nt	nt	nt	-10
Cc1ccc(-c2nc3ccccc3c(=O)n2-c2cccc(C)n2)cc1	-11	-2	-104	1	nt	-33	-9	-20
COc1ccccc1N1CCN(C2CCCN(C(=O)COc3ccccc3Cl)C2)CC1 (stereo not given)	-2	-1	11	nt	4	11	nt	nt
CCOC(=O)C1(CCCc2ccccc2)CCN(C2CCCC2)CC1	-4	-4	10	-13	-2	15	0	15
CCOc1nc(NC(C)C)nc(N2CC3CC(C2)c2cccc(=O)n2C3)n1 (stereo not given)	-4	-8	-2	-5	-4	1	3	9
Cc1nccc2c1[nH]c1ccc(Br)cc12	4	2	27	-3	2	nt	nt	-12
CCN1CC2(COC(=O)c3ccccc3N)CCC(OC)C34C5CC6C(OC)CC(O)(C5C6OC)C(O)(C(OC)C23)C14 (stereo not given)	nt	2	nt	0	0	nt	-2	nt
COC(=O)C1=C(c2ccccc2OCc2ccccc2)C[C@@H]2CC[C@H]1N2C(=O)NCc1ccc(Cl)cc1	nt	-8	14	-9	-5	15	-7	17
COc1cc(C(=O)O)cc(OC)c1OC	-1	-1	10	-2	-1	nt	nt	-2
COC(=O)C[C@@H]1CC[C@H]2NC[C@H](O)COC[C@@H]2O1	-3	-4	5	-4	-2	-8	-2	0
CC(C)c1oc(=O)cc2c1[C@@H](O)[C@H]1OC(=O)[C@@]3(C)C[C@@H](O)[C@@H](O)[C@@]2(C)C13 (stereo not given in full)	3	-1	78*	nt	3	86*	5	49
CCCc1cc(=O)oc2cc(OCC(=O)N3CCN(Cc4ccc5c(c4)OCO5)CC3)ccc12	0	-5	-18	-8	-1	9	-1	5
O=C(Nc1ccc(OC(=O)N2CCCC2)cc1)N1CCOCC1	0	9	3	2	-3	nt	nt	8
CN1CCN(Cc2cn(C)c3ccccc23)CC1CCO (stereo not given)	0	-1	-5	nt	7	35	-1	18
C=CCn1c(O)c(C(C)=NCCN2CCN(C(=S)NC)CC2)c(=O)[nH]c1=O	5	0	-6	3	-2	3	14	-9
CC(C)(C)c1nc(N2CCN(C(=O)c3ccco3)CC2)c2nnn(Cc3ccccc3Cl)c2n1	1	7	3	-14	4	nt	nt	11
O=[N+]([O-])c1cccc(CN2CCN(Cc3ccc(Cl)cc3)CC2)c1	0	-3	1	-7	1	2	-3	20
COc1ccc(-n2c(O)c(C(C)=NCc3ccc4c(c3)OCO4)c(=O)[nH]c2=O)cc1	nt	-3	-9	nt	nt	-3	-12	1
Cc1cccc(NC(=O)[C@@H](NC(=O)N2C[C@H]3C[C@@H](C2)c2cccc(=O)n2C3)C(C)C)c1	-2	0	12	11	9	nt	nt	0
C=CCn1c(O)c(C(CC)=NCc2cc(OC)cc(OC)c2)c(=O)[nH]c1=O	nt	nt	nt	9	-11	5	12	nt
